SMARCA2 act = increases SMARCA2 function in MMTV reporter cells; activation, % at 9.1 µM; actives 1% (n = 370,000); MG213 cells, MMTV-luciferase reporter, dexamethasone, overnight; AID 652017; in the data active = activation above about 7.8%;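 also: 0% = vehicle wells and 100% = reference activator wells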
GAA850 FXN act = frataxin GAA850 promoter activation; HEK293 lucGAA850 FXN promoter luciferase reporter, 24 h; percent of 10 µM SAHA response; activation, % at 6 µM; actives 0.56% (n = 360,000); AID 540364;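 active = activation above the average of all compounds screened plus 3 SD, cutoff fixed separately per campaign, cut at about 7.5% in these data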;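 also: 0% = DMSO wells and 100% = 10 µM SAHA wells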
GC-A act = GC-A (human) enzyme activation; P16066; HEK293 GC-A cells, cGMP TR-FRET, EC30 ANP; 0% at EC30 ANP, 100% saturating ANP; activation, % at 10 µM; actives 0.14% (n = 370,000); AID 1671463; in the data active = activation above about 40%
DAX1 inh-1 = inhibitors of DAX1 repression of SF-1 activated StAR promoter. actives 1.1% (n = 370,000). AID 652010. inhibition, % at 6.8 µM. HEK293T StAR-luciferase reporter, SF-1/DAX-1 repression relief;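 active = inhibition above the mean over all tested compounds plus 3 SD, cut at about 3.6% in these data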;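 also: 0% = DAX-1 cells with DMSO and 100% = cells lacking DAX-1 with DMSO; higher inhibition means more luminescence from relief of DAX-1 repression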
hgDAF-12 ag = activates the H. glycines DAF-12 receptor ligand-binding domain. HEK293 GAL4-hgDAF12 UAS-luciferase reporter, agonist luminescence; normalized to butyrate control. activation, % at 6.8 µM. actives 1.8% (n = 370,000). AID 687014;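 active = activation above a cutoff set at the mean of all screened compounds plus 3 SD, cut at about 10% in these data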;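 also: 0% = DMSO wells and 100% = sodium butyrate wells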
hcDAF12 agonist = H. contortus DAF-12 activation, primary screen. HEK293 hcDAF-12 lit1-tk-luc reporter, luminescence; 0% DMSO, 100% Δ7-dafachronic acid. activation, % at 6.8 µM. actives 1.4% (n = 370,000);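 active = activation above the mean of all tested compounds plus 3 SD, cut at about 5.5% in these data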;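 also: 100% = response to 3 µM Δ7-dafachronic acid high control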
DAX1 inh-2 = inhibits human nuclear receptor DAX1; P51843; inhibition, % at 6.75 µM; HEK293 Gal4-DAX1 luciferase reporter, luminescence; actives 0.99% (n = 340,000); AID 504766;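 active = inhibition above the mean over all tested compounds plus 3 SD, cut at about 4.2% in these data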;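 also: 0% = DAX1-transfected cells with DMSO and 100% = empty-vector control cells with DMSO; inhibition shows as a rise in luminescence from relieved DAX1 repression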
Target sequence (P51843 207-470 limits assumed): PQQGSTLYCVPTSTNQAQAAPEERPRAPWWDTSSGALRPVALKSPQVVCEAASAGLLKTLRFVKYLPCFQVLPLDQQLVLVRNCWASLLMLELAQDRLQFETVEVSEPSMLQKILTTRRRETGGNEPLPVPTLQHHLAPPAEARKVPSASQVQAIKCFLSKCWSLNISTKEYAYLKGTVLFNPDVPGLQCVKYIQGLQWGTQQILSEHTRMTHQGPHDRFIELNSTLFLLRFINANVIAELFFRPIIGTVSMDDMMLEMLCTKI
HGIII-sPLA2 inh = Inhibits HGIII-sPLA2 liposome hydrolysis, primary screen. inhibition, % at 12.2 µM. actives 0.56% (n = 370,000). QFRET BODIPY PC-A2 liposome hydrolysis, fluorescence;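 active = inhibition above mean plus 3 SD of compounds lying within the high and low control bounds, cut at about 19% in these data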;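 also: 0% = median of test compound wells and 100% = no enzyme DMSO wells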
ADAM10 inh = inhibits human ADAM10. AID 720582. actives 0.62% (n = 370,000). inhibition, % at 7 µM. recombinant ADAM10, EDANS/DABCYL FRET peptide cleavage, 3 h;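 active = inhibition above a per-campaign cutoff equal to the mean of compounds falling between control-based bounds plus 3 SD, cut at about 20% in these data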;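 also: 0% = DMSO wells while the 100% control is not disclosed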
Target sequence (O14672 214-748 limits assumed): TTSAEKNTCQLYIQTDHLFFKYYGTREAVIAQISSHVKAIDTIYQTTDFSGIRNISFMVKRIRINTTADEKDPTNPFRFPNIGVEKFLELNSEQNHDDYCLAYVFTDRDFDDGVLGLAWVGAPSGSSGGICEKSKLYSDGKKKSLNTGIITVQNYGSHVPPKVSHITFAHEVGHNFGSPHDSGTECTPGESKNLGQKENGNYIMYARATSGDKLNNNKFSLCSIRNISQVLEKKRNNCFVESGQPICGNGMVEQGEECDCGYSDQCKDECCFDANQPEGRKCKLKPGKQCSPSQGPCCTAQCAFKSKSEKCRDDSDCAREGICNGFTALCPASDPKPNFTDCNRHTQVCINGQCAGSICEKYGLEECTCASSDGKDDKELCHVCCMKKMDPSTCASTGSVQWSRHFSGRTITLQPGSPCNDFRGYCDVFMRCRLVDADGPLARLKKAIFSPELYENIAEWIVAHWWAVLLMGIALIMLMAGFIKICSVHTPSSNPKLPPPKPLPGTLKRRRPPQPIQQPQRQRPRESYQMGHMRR
GC-B act = GC-B (human) receptor activation; P20594; HEK293-GC-B cells, CNP EC30, cGMP TR-FRET; 0% at EC30 CNP, 100% saturating CNP; activation, % at 10 µM; actives 0.11% (n = 370,000); AID 1920062;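 active = activation at 10 µM reaching about 35% in either raw or pattern-adjusted values, limit read from the data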
ssDAF-12 act = activates DAF-12 receptor from parasite S. stercoralis. HEK293 ssDAF-12/GRIP1 lit1-tk-luc reporter, luminescence; % of 3 µM dafachronic acid response. activation, % at 6.8 µM. actives 1% (n = 370,000). AID 652126;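 active = activation above the mean over all tested compounds plus 3 SD, cut at about 0.9% in these data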;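 also: 0% = DMSO-only wells and 100% = 3 µM delta7-dafachronic acid wells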
Active calls of the source: *; i = inactive; · = not tested or not shown; & = joins results of further samples.

structure	SMARCA2 act	GAA850 FXN act	GC-A act	DAX1 inh-1	hgDAF-12 ag	hcDAF12 agonist	DAX1 inh-2	HGIII-sPLA2 inh	ADAM10 inh	GC-B act	ssDAF-12 act
CC1CCC(NC(=O)CSc2nnc(-c3cccnc3)o2)CC1 (stereo not given)	-0.6	1.4	-1.4	-0.4	1.9	0.1	-0.2	8.5	-11.7	1.5	-1.0
O=C(OCC(=O)N1CCc2ccccc2C1)c1ccc(N2CCOCC2)c([N+](=O)[O-])c1	0.4	-3.2	2.0	-0.6	1.2	-1.2	-0.5	-6.1	9.8	-3.9	-1.6
Brc1ccccc1Cn1c(-c2cncs2)nc2ccccc21	-2.0	0.8	32.8	-0.1	-1.9	0.2	-0.6	-10.9	8.1	34.4	-1.5
Cc1onc(-c2c(Cl)cccc2Cl)c1C(=O)N=C(N)N1CCCC1	-3.5	0.0	2.4	-0.8	-1.4	0.1	-0.4	13.0	-7.1	3.0	-0.9
CCOC(=O)C(NC(=O)c1ccccc1Cl)(Nc1sc2c(c1C(N)=O)CCC2)C(F)(F)F (stereo not given)	-4.8	0.3	-3.3	0.2	3.6	-1.1	-1.4	0.3	-1.2	1.8	-1.5
COc1ccc(/C=C(\NC(=O)c2ccco2)C(=O)NCCc2nc3ccccc3[nH]2)cc1	-6.8	0.1	2.6	-0.4	0.0	0.4	·	13.0	2.2	0.3	-1.3
CCC1(CC)Cc2ccccc2C2=C(C(=O)N3CCCCC3)C(=O)C(=O)N21	0.8	1.1	0.9	-0.6	-3.6	-4.7	0.1	-2.4	7.0	2.2	-1.4
CC(=O)Nc1ccc(N2C(=O)CSC2c2ccc([N+](=O)[O-])cc2)cc1 (stereo not given)	-2.0	-1.1	0.9	-0.1	-2.3	-2.2	-0.6	-1.4	-0.6	-0.8	-0.6
CCC(C)[C@H](NC(=O)[C@@H]1Cc2ccccc2CN1C(=O)OC(C)(C)C)C(=O)NCC1CCC(C(=O)O)CC1 (stereo not given in full)	3.9	1.9	4.9	-0.1	-1.8	0.0	1.1	4.5	3.6	-0.4	-0.9
Cc1cc(C(=O)Nc2ccc3c(c2)OCCO3)c(C)o1	2.4	2.4	0.6	3.2	8.8	4.4	0.5	1.6	-17.4	0.3	-0.4
O=C(O)c1ccccc1OCCOc1ccccc1	-2.1	-1.4	0.9	0.1	2.9	-1.0	-0.9	4.0	2.7	0.1	-1.3
COC(=O)[C@]12C[C@H](CC(=O)NCc3ccc(OC)c(OC)c3)C(=O)N(Cc3cccc4ccccc34)C1=C[C@H](C1CCCC1)O[C@@H]2C	-2.7	·	-5.8	-1.1	1.7	-3.8	·	-9.2	24.1*	-4.2	-1.0
Cc1nn(C)cc1CNC(=O)Nc1ccc(Cl)c(Cl)c1	8.0*	2.2	0.2	0.9	7.3	-0.6	0.7	-6.2	11.5	-5.1	-0.6
C=CC[C@@H](CC(=O)N[C@@H](CO)Cc1ccccc1)C(=O)NC[C@@H](OC(=O)[C@@H](CC=C)CC(=O)OC(C)(C)C)c1ccccc1	1.6	-0.8	-3.6	0.5	-0.4	-0.6	2.6	-2.5	-2.7	-8.4	-1.1
COC(=O)c1ccc(-c2ccc([C@H]3[C@H]4C=CC[C@@H](C)[C@@H]4C(=O)N3Cc3ccccc3)c(F)c2)cc1	0.0	0.1	-4.8	0.3	-1.9	-1.6	-0.9	-4.7	4.2	0.0	-1.2
Nc1ccc(N2CCCCC2)cc1N1CCCCC1	-2.9	0.9	-0.2	-3.4	-8.2	-4.2	-1.7	8.2	1.4	5.0	-1.9
O=c1cc(NCc2ccccc2)nc2ccccn12	5.7	6.3	1.9	0.6	-0.2	-1.0	0.3	3.4	-32.7	5.0	-0.9
COc1cc(/C=C2/C(=O)NN(c3ccc(F)cc3)C2=O)cc([N+](=O)[O-])c1O	-2.8	-0.7	-6.3	0.4	0.4	-0.7	1.9	5.7	2.1	-4.0	-1.3
CCCn1cnc2c(SCc3ccccc3Cl)nc(N)nc21	5.4	-1.2	13.4	-0.5	-1.9	-3.0	-2.8	1.0	-8.5	14.9	-1.3
CC(C)CC(=O)C(=O)O	4.9&-1.9	1.2&-0.6	1.9&2.8	0.5&0.7	2.2&0.2	2.9&-2.0	0.9&-1.5	-1.0&-0.8	4.4&-10.9	4.9&5.3	-1.3&-1.6
CCOC(=O)C(C)/C(C)=N/NC(=O)c1cc2ccccc2cc1O (stereo not given)	0.3	3.8	-2.8	-0.2	0.7	-0.2	-0.9	1.6	-7.2	-4.8	-0.8
Cc1ccccc1NC(=O)CCSc1nnnn1-c1ccccc1	-0.1	-3.9	3.1	-0.6	-1.4	-1.8	-0.4	1.5	-3.0	-4.3	-1.6
Cc1c(Br)c(-c2n[nH]c(=S)n2Cc2ccco2)nn1C	-4.9	1.3	-0.6	0.4	-2.7	0.5	0.8	9.9	8.7	-8.0	-1.6
O=C(NCCCO)c1ccc(CSc2nc3ccccc3c(=O)[nH]2)cc1	1.4	0.3	-3.4	-0.2	-1.2	-0.8	1.0	-2.6	7.8	-1.3	-0.3
COc1ccc(CN2CCN(Cc3ccc(OC)c(OC)c3OC)CC2)cc1	-1.8	-0.8	1.9	-0.9	-3.4	-3.4	-1.5	-0.7	-6.1	8.9	-1.4

Part of the list above, with two lines to a compound.
Sequence of screens – SMARCA2 act	GAA850 FXN act	GC-A act	DAX1 inh-1	hgDAF-12 ag	hcDAF12 agonist	DAX1 inh-2	HGIII-sPLA2 inh	ADAM10 inh	GC-B act	ssDAF-12 act
CCOC(=O)C(C)/C(C)=N/NC(=O)c1cc2ccccc2cc1O (stereo not given)
  0.3	3.8	-2.8	-0.2	0.7	-0.2	-0.9	1.6	-7.2	-4.8	-0.8
Cc1ccccc1NC(=O)CCSc1nnnn1-c1ccccc1
  -0.1	-3.9	3.1	-0.6	-1.4	-1.8	-0.4	1.5	-3.0	-4.3	-1.6

Other entries follow.
structure	SMARCA2 act	GAA850 FXN act	GC-A act	DAX1 inh-1	hgDAF-12 ag	hcDAF12 agonist	DAX1 inh-2	HGIII-sPLA2 inh	ADAM10 inh	GC-B act	ssDAF-12 act
Cc1cccc2c1N(CCOc1ccc(C(C)(C)C)cc1)C(=O)C2=O	-4.0	2.4	-4.4	-0.1	1.9	1.3	-1.4	8.2	7.6	-1.1	-0.8
Cc1nc2scc(C)n2c(=O)c1S(=O)(=O)NCC1CCN(Cc2ccc(Cl)cc2)CC1	-2.2	-1.1	-5.2	0.6	0.5	-0.7	-0.6	-7.5	-396.3	0.5	-0.6
COc1ccccc1Nc1ccc([N+](=O)[O-])cc1N	0.8	2.9	0.6	-1.3	2.7	0.7	1.0	9.8	13.1	-3.7	-2.2
O=C(O)C1CCCCC1C(=O)N1CCN(S(=O)(=O)c2ccc(F)cc2)CC1 (stereo not given)	-3.3	3.0	1.2	-1.1	2.9	1.9	-0.2	-6.2	-1.1	1.1	-0.5
O=C(O)C1C2CCC(C2)C1C(=O)N1CCCC1 (stereo not given)	-1.3	1.0	-1.7	0.2	-0.7	-2.2	-0.5	-6.1	-0.2	2.8	-0.9
CCCSc1ccc([C@H]2N[C@@](C)(C(=O)OC)[C@H]3C(=O)N(C)C(=O)[C@@H]23)cc1	1.0	1.5	0.2	-0.8	1.5	-3.0	0.7	3.8	1.9	-4.2	-1.0
O=C(O)C1C2C=CC(C2)C1C(=O)NCCCn1ccnc1 (stereo not given)	0.6	-1.1	3.9	0.5	-0.9	-0.9	0.4	3.8	-2.0	8.1	-1.3
CCc1cccc(NC(=O)CCCn2nc(C)c3c(C)n(-c4ccccc4)nc3c2=O)c1	-1.9	-1.3	-13.4	-1.3	0.2	-0.3	-1.2	-5.3	1.8	-19.4	-1.3
O=C(CNC(=O)c1ccc(N2C(=O)c3ccccc3C2=O)cc1)OCC(=O)c1ccc(Cl)cc1	-2.6	0.0	4.7	0.3	-1.1	-1.2	-0.5	6.7	-6.0	-0.6	1.7*
O=C(CNC(=O)c1ccc(Cl)cc1Cl)OCCOc1ccccc1	-0.7	0.2	-1.3	3.9*	-2.2	-1.1	0.7	13.8	-11.9	-4.3	-0.5
CCN(CC)CCNC(=O)Cc1c(C(=O)O)n(CC)c2ccccc12	-0.4	1.8	0.4	-0.2	-0.7	-1.2	0.4	-0.7	2.1	-2.8	-1.4
O=C(O)CCc1nn2c3ccccc3nc2n(-c2ccccc2)c1=O	5.4	-0.9	3.6	0.1	1.8	0.3	0.3	1.7	4.0	4.2	-1.6
Cc1ccc(S(=O)(=O)N2CCOCC2)cc1NS(=O)(=O)c1ccc(F)c(F)c1	-1.2	2.3	-1.4	-1.1	-2.1	-0.3	0.3	4.8	-22.2	7.4	-0.8
CCOc1ccc(NC2=CC(=O)CC(c3ccco3)C2)cc1 (stereo not given)	-2.6	2.0	3.1	-0.1	-0.3	-0.2	-0.3	1.6	-11.1	-5.7	-1.4
O=C(N[C@H](CO)Cc1ccccc1)[C@H]1O[C@@H](n2ccc(=O)[nH]c2=O)[C@H](O)[C@@H]1O	-1.5	·	-3.8	-1.1	-0.5	-0.7	·	5.3	-6.5	-4.8	-1.3
O=S(=O)(/C=C/c1ccccc1)c1ccccc1	-2.2	2.5	-0.6	-0.5	-1.6	-0.6	-0.5	-5.2	-3.0	3.0	-1.5
OCCCc1cn(CC2CCCCC2)nn1	0.2	-0.8	1.3	0.6	-0.8	-0.7	-0.5	2.8	-5.0	6.9	-1.2
COc1ccc(CN(Cc2ccc(C(=O)O)cc2)C(=S)Nc2cccc(C)c2)cc1OC	-3.8	0.5	0.2	0.4	2.4	-1.6	3.1	-0.7	-4.2	-5.9	-0.9
CS(=O)(=O)c1ccc(Nc2nc(C(N)c3ccccc3)cs2)cc1 (stereo not given)	5.9	-1.2	-0.8	-0.3	2.0	-1.4	·	1.4	-15.6	-3.4	-0.9
CCc1ccc(CNCCNCC(C)O)cc1 (stereo not given)	-1.5	0.2	0.4	-0.2	-2.0	0.1	1.4	3.5	-4.7	12.3	-1.5
Cc1ccc(C(=O)N(c2ccccc2)C2CC(C)N(C(=O)c3ccco3)c3ccccc32)cc1 (stereo not given)	-2.9	-7.6	-3.9	-2.3	-5.3	-3.8	-2.6	-6.2	6.4	-8.7	-1.7
COc1ccc(S(=O)(=O)N2c3cc(Cl)ccc3Oc3nc4ccccc4nc32)cc1	2.4	-2.5	-5.6	0.4	2.6	0.6	-1.1	1.8	1.3	-2.9	-0.9
CC1=C(C(=O)Nc2ccc(C)cc2)C(c2ccc(C)o2)C2=C(CC(C)(C)CC2=O)N1 (stereo not given)	-2.9	-0.4	-6.0	-0.2	-1.2	0.4	2.5	-8.7	-14.5	-0.6	-0.2
COC(=O)[C@]12CCCCC=C1N(Cc1cccc3ccccc13)C(=O)[C@H](CC(=O)NCc1cccc3ccccc13)C2	-3.5	·	-2.5	0.6	1.2	-2.3	·	-5.0	16.4	0.6	-0.5
O=c1[nH]c2cc3c(cc2cc1CN(Cc1cccs1)Cc1nnnn1Cc1ccco1)OCCO3	5.2	0.5	0.8	0.8	5.1	3.0	1.3	10.2	i	0.8	-0.8
COc1ccc(NC(=O)CCn2c(=O)c3cccn3c3ccccc32)c(OC)c1	-1.1	-2.1	-11.6	-0.6	-2.8	-3.0	-0.7	-2.6	0.5	-11.1	-0.8

Compound activity: PubChem, several laboratories
